Assay outcomes: PubChem BioAssay, National Center for Advancing Translational Sciences (NCATS)
Epigenetic derep: regulators of epigenetic silencing causing reporter derepression in mouse cells. murine LDR cells, GFP reporter derepression, 30 h. Potency, µM (highest dose often 53.9 µM), without a hit: at the top dose GFP activation, hits mostly activators. 280,000 tested, 0.2% active; note: % of control where 0% means no effect; nearly all actives have a fitted effect of over 60% in size
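Readout is the number of GFP-expressing murine LDR cells, counted by cytometry following washing. Cells were treated with compound for 30 h at 37 C; the stably integrated CMV-GFP locus is normally silent.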
GAA inhib: alpha-glucosidase (human) inhibition. Potency, µM (titrated, usually from 76.9 µM), inactives show at the top dose activity change, negative = inhibition, usual class: inhibitors. purified human GAA, 4-MU-alpha-glucoside fluorescence. 200,000 tested, 0.005% active;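 note: plate controls were uninhibited enzyme wells for no effect and no-enzyme background for full effect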
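Fluorescence at Ex 365/Em 440 nm from 4-methylumbelliferone reported enzyme activity after 20 min at room temperature. Reactions used 4 nM enzyme and 400 uM substrate at pH 5.0; curves fitted with the Hill equation.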
NPSR antagonist: blocks cAMP signaling of the human neuropeptide S receptor | Q6W5P4 | CHO-NPSR cells, cAMP TR-FRET, antagonist mode | Potency, µM (series often up to 38.3 µM), for inactives: top-dose activity change, negative = inhibition, usual class: inhibitors | 220,000 tested, 1% active | AID 1461; note: % is set by controls: 0 for no effect and ±100 for the full control effect; nearly all actives have a fitted effect of over 50% in size; many of its hits are not listed in these tables
Target sequence (Q6W5P4 whole entry, looked up): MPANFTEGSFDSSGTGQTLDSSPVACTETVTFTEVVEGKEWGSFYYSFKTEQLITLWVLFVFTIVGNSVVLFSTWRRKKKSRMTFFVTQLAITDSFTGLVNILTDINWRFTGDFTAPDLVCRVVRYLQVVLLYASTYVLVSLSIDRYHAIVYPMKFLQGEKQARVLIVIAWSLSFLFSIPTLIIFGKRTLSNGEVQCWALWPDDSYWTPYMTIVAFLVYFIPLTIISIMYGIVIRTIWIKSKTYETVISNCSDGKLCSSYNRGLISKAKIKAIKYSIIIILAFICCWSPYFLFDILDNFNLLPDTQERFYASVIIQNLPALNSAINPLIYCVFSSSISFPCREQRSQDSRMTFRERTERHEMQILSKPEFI
ALDH1A1 inh: ALDH1A1 (human) enzyme inhibition; P00352; Purified ALDH1A1, NADH fluorescence, propionaldehyde substrate; Potency, µM (top dose mostly 75.3 µM), for inactives: at the top dose activity, negative = inhibition, actives largely listed as inhibitors; 220,000 tested, 7.3% active; AID 1030; active = well fitted inhibition curve with a large enough effect, not every such curve was filed as active; inconclusive = small, poorly fitted or top-dose-only effect, or another doubt; inactive = no such curve, though single readings can be large or run the other way;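 note: plate controls were no enzyme wells and a reference inhibitor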
GAA spleen mod: inhibits or activates alpha-glucosidase in human spleen homogenate; human spleen homogenate, 4-MU-alpha-glucoside fluorescence; Potency, µM (top dose mostly 79.9 µM), for inactives: at the top dose activity change, negative = inhibition, actives largely listed as inhibitors; 240,000 tested, 0.006% active;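 note: 0% = enzyme with vehicle and -100% = no enzyme basal signal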
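AC50 values come from Hill-equation fits of concentration-response data, normalized to no-enzyme and full-activity controls. Enzyme source: 1 ug human spleen homogenate; 1 mM fluorogenic 4-MU glucoside, pH 5.0 citrate buffer, 37 C, 40 min.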
GAA glycogen: inhibitors or activators of human alpha-glucosidase glycogen cleavage | 300,000 tested, 0.38% active | Potency, µM (titrated, usually from 76.4 µM), for inactives: top-dose activity change, negative = inhibition, usual class: inhibitors | recombinant GAA, glycogen substrate, Amplex Red glucose oxidase fluorescence | AID 2100;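 note: 0% = full enzyme reaction and -100% = no-enzyme basal signal; the screen sought inhibitors and activators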
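qHTS, 1536-well; enzyme 4 nM final; cpd up to 77 uM; substrate bovine liver glycogen 30 ug; 50 mM citrate/phosphate pH 5.0, 0.01% Tween-20; 37 C, 40 min; Amplex Red detection 45 min RT; Hill fit → AC50.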
Tau fluor counter: counter-screen for tau fibril formation inhibitors | tau K18 P301L Alexa594 fluorescence, heparin fibrillization | Potency, µM (top dose mostly 57.7 µM), for the others: at the top dose activity change, negative = decrease | 280,000 tested, 0.93% active; note: % is set by controls: 0 for no effect and ±100 for the full control effect; nearly all actives have a fitted effect of over 55% in size
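Human tau K18 P301L (15 uM unlabeled, 0.24 uM Alexa 594-labeled) in 100 mM sodium acetate pH 7 with 20 uM heparin, 6 hr at 37 C. ThT 30 uM added, 1 hr ambient; Alexa 594 FP and total fluorescence read at 555/632 nm.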
GLA spleen mod: inhibitors or activators of human alpha-galactosidase in spleen homogenate | human spleen homogenate, 4MU-alpha-Gal fluorescence, 40 min | Potency, µM (top dose mostly 80 µM), inactives show at the top dose activity change, negative = inhibition, usual class: inhibitors | 240,000 tested, 0.008% active;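 note: 0% = enzyme with vehicle and -100% = no enzyme basal signal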
Target sequence (P06280 32-429 limits assumed): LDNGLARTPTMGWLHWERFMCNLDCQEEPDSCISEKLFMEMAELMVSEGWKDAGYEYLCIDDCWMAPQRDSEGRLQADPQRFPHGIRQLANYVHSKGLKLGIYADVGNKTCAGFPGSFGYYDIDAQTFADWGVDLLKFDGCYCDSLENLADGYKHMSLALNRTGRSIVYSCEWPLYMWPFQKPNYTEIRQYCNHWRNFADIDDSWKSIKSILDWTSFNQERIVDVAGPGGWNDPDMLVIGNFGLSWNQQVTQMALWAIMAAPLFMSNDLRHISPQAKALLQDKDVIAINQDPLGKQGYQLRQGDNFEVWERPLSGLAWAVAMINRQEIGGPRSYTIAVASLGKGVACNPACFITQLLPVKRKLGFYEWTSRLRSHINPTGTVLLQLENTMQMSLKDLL
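Human spleen homogenate (1 ug) as enzyme source, 4-methylumbelliferyl-alpha-D-galactopyranoside 1 mM final, citrate/phosphate pH 5.0 with 0.01% Tween-20. Compounds 40 min at 37C, NaOH/glycine stop; fluorescence Ex 365/Em 440, Hill-fit AC50.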
* hit, by the source's call; ? = inconclusive; / = no result given; [ ] = dose if it differs, or a comment. Unless noted, calls come from the whole dose curve; as a rule, active = well fitted curve in the direction sought with a large enough effect; inconclusive = small, poorly fitted or top-dose-only effect, or another doubt; inactive = no such curve, though single readings can be large; an effect the other way counts as inactive or inconclusive. Potency is the fitted concentration of half-maximal effect. A portion of the library, so the mix of outcomes need not match the whole.

SMILES | Epigenetic derep | GAA inhib | NPSR antagonist | ALDH1A1 inh | GAA spleen mod | GAA glycogen | Tau fluor counter | GLA spleen mod
CSc1ncccc1C(=O)Nc1nc2ccc(Oc3ccccc3)cc2s1 | -6.4% | -10.2% | -2.5% | 256.2%[activator] | -15.9% | 1.0% | ? | -2.8%
CNc1ccccc(-c2ccc3ccccc3n2)c1=O | -0.2% | -6.3% | -16.3% | 3.1% | 2.2% | -2.5% | 1.0% | -1.8%
COc1ccc(Nc2nc(N)c([N+](=O)[O-])c(NCc3ccccc3)n2)cc1 | 1.1% | / | ? | / | -8.0% | 1.3% | 14.1µM*[quencher] | -4.3%
Cc1ccc(C)c(NC(=S)NCC(c2cccnc2)N2CCOCC2)c1 (stereo unspecified) | 5.3% | -1.3% | 19.5% | -2.1% | -4.3% | 2.5% | 1.5% | 0.6%
O=S(=O)(c1ccccc1)c1cccc(S(=O)(=O)N2CCCCC2)c1 | -1.0% | 10.5% | ? | 2.24µM* | -9.5% | -28.2% | 2.3% | -1.1%
COC(=O)C(N)CS (stereo unspecified) | 2.4% | / | / | ? | -14.3% | / | -25.5% | -17.2%
Cc1nn(CC(=O)Nc2cccc(S(N)(=O)=O)c2)c(C)c1[N+](=O)[O-] | 2.2% | 3.2% | 19.1% | 0.2% | 2.5% | 14.0% | -1.1% | 1.5%
O=C(/C=C/c1cccc([N+](=O)[O-])c1)NCCN1CCOCC1 | 2.9% | 0.4% | -1.8%[46.1 µM] | 6.7% | -5.6% | -5.6% | 0.2% | -6.5%
Cc1c(N(C)CS(=O)(=O)O)c(=O)n(-c2ccccc2)n1C | 6.7% | / | / | -6.3% | 2.5% | / | -24.8% | 10.9%
O=C(Cc1cccs1)Nc1cccc(C(=O)Nc2ccc(C(=O)O)cc2)c1 | 2.1% | 10.6% | 17.9% | ? | 2.4% | -15.6% | 10.0% | 5.0%
Cc1ccc(C(OC(=O)c2ccco2)C(=O)NC2CCCCC2)cc1 (stereo unspecified) | -2.3% | ? | -8.9%[46.1 µM] | 4.6% | -4.1% | -3.9% | 2.4% | -3.2%
CC(NC(=S)NNS(=O)(=O)c1ccc(C(C)(C)C)cc1)c1ccccc1 (stereo unspecified) | 6.7% | / | 7.9% | / | 2.9% | ? | -16.4% | -1.0%
O=C(c1ccccc1)c1ccc2nc(N3CCN(C(=O)c4ccco4)CC3)c3nncn3c2c1 | 6.6% | 4.8%[15.4 µM] | -23.8%[46.1 µM] | ? | -8.5% | -6.2% | -10.0% | 11.5%
COc1ccc2cc(CCNC(=O)c3c(-c4ccccc4Cl)noc3C)c(=O)[nH]c2c1 | 0.0% | -0.2% | -4.4%[46.1 µM] | -0.3% | 2.0% | -22.2% | -1.7% | 5.4%
COc1ccc2[nH]c(C(O)(Cc3cccnc3)Cc3cccnc3)cc2c1 | 0.0% | -1.8% | 12.1% | 0.0% | 0.2% | 6.8% | 4.3% | 0.6%
O=S(=O)(Nc1ccccc1F)c1ccc2nsnc2c1 | 0.0% | 10.3% | -2.6%[46.1 µM] | -7.1% | -10.7% | -3.5% | -2.6% | -6.2%
Cc1ccc(-c2nnc(SCC(=O)N3CCCC3)o2)cc1 | 2.9% | 5.2% | -7.3%[7.67 µM] | 5.3% | -2.4% | 7.5% | -12.6% | -8.9%
COc1ccc(CCN(Cc2cccs2)S(=O)(=O)c2ccc(S(=O)(=O)N(C)C3CCCCC3)cc2)cc1OC | 0.0% | -5.3% | -9.0%[46.1 µM] | ? | 5.3% | 4.7% | -19.9% | 3.7%
Cc1ccc(NC(=O)Cc2cc(C(=O)O)c3ccccc3n2)c(C)c1 | 0.0% | 11.6% | -14.1% | 10.6% | -0.4% | 15.1% | -8.4% | -6.3%
CCOC(=O)c1c(N/N=C/c2cccnc2)n[nH]c1C | 3.1% | 10.4%[15.4 µM] | 28.0% | 3.0% | -4.5% | ? | -17.2% | -9.8%
COc1cccc(CN(C)C(=O)c2ccc(S(=O)(=O)N3CCCC3)cc2)c1OC | -1.9% | ? | -1.2%[46.1 µM] | 11.2µM* | -18.5% | 5.7% | -8.1% | 8.6%
COc1ccc(-c2c(C(=O)O)nc3ccccc3c2C(=O)O)cc1 | -0.9% | 0.0% | -7.3%[46.1 µM] | 13.6% | -2.3% | -1.3% | -0.3% | 2.5%
CCOC(=O)c1ccc(NC(=O)CN2C(=O)C(=O)N(CC(C)C)C2=O)cc1 | 1.8% | -1.6% | -11.3%[46.1 µM] | 13.2% | 9.6% | -1.8% | -11.3% | 6.9%
O=C(Nc1ccccc1F)C1CCCN(S(=O)(=O)c2ccccc2)C1 (stereo unspecified) | -1.5% | -1.0% | -3.2% | -1.8% | -6.2% | -4.6% | 6.6% | -5.1%
N#Cc1c2n(c3c(=O)n(Cc4ccccc4)cnc13)CCCC2 | 0.0% | -3.9% | -9.9%[46.1 µM] | -10.2% | -6.9% | -3.9% | 7.5% | 1.7%
COc1ccc(OCCNC(=O)C(c2ccccc2)c2ccccc2)cc1 | 4.7% | -8.4% | ? | ? | 2.0% | 11.5% | 4.5% | -3.2%
O=C(COC(=O)c1ccccc1NC(=O)c1ccco1)NCc1ccc2c(c1)OCO2 | -0.1% | 1.8% | -15.3%[46.1 µM] | ? | 7.3% | -10.8% | -13.9% | 2.6%
CC(C)CCNC(=O)c1ccc2c(c1)ncn2C1CCCCC1 | 2.9% | 1.5% | -10.3%[46.1 µM] | -10.0% | -6.9% | -2.4% | -8.4% | -0.3%
CNS(=O)(=O)c1cc(C(=O)O)ccc1OC | -1.1% | 9.9% | -0.7% | -0.2% | -1.1% | 16.0% | 2.4% | -4.3%
O=C(NCCCN1CCOCC1)c1sc2cc([N+](=O)[O-])ccc2c1Cl | -0.6% | -15.0% | 6.9% | 7.94µM* | -6.3% | 21.0% | -25.9% | -1.3%
Cc1ccc(C(=O)CN(C(=O)c2ccc(Cl)c(Cl)c2)N2C(=O)C3CCCCC3C2=O)cc1 (stereo unspecified) | 3.7% | -12.0% | 3.7%[46.1 µM] | 11.2% | 4.8% | -4.1% | -16.5% | -14.8%
COC(=O)c1cccc(COC(=O)c2cccnc2SC)c1 | -1.0% | -8.9% | -7.3%[46.1 µM] | 8.1% | -7.2% | -0.9% | -25.1% | -5.4%
Cc1cccc(C(=O)O/N=C(\c2ccccc2)c2cccnc2)c1 | -3.2% | -5.0% | 5.5% | 15.8µM* | -7.0% | 7.6% | -17.5% | -6.3%
CN(C)/C=C/C(=O)C(F)(F)F | 2.2% | -2.7% | 0.5% | -0.8% | / | 11.1% | 3.4% | -3.4%
CCCCOC(=O)C1=C(C)NC2(O)c3ccccc3C(=O)C12O (stereo unspecified) | -1.0% | -8.6% | 1.0%[46.1 µM] | 8.91µM* | 3.9% | 3.7% | -11.0% | -4.3%
COc1ccc(/C=C/C(=O)ONC2=NCCCCC2)cc1OC | -0.2% | 8.8% | -0.7% | -12.6% | -2.6% | -3.7% | -11.2% | -4.1%
N#C/C=C\Oc1ccc(Cl)cc1N | -2.0% | 4.2% | 6.5%[46.1 µM] | -16.6% | -0.8% | 9.92µM* | ? | 2.1%
C=CCC1CCCCC12NC(=O)N(c1ccccc1)N2 (stereo unspecified) | -1.0% | / | -6.3% | / | 2.4% | ? | -3.1% | -4.2%
CCCNC(=O)CN(C)C(=O)c1n[nH]c2ccccc12 | -1.3% | -12.4% | -2.1%[46.1 µM] | -0.7% | 3.0% | -16.0% | 9.3% | -0.4%
CN(C1CCS(=O)(=O)C1)S(=O)C12CC3CC(CC(C3)C1)C2 (stereo unspecified) | -0.8% | 5.2% | -12.9%[46.1 µM] | ? | -6.7% | 2.9% | 1.3% | -1.1%
CC[n+]1c(/C=C/c2c[nH]c3ccccc23)ccc2cc(C)ccc21 | 4.47µM* | -8.2% | 12.6µM* | 3.9% | 2.9% | 11.6% | 1.26µM*[fluorescent] | 7.2%
COC(=O)c1[nH]c2ccccc2c1NC(=O)CN1CCCCCC1 | -0.8% | -5.5%[15.4 µM] | -10.3%[46.1 µM] | -4.7% | -3.3% | 7.7% | -16.1% | -1.7%
Cc1ccc(/C=C/C(=O)NC(=S)Nc2ccccc2C(=O)NC2CCCCC2)cc1 | 0.0% | 2.9% | 3.8%[46.1 µM] | 5.9% | 1.4% | 5.3% | -10.6% | -9.1%
CCc1c(C)nc2c(C#N)c(C)[nH]n2c1=O | 0.0% | 11.8% | -9.4%[46.1 µM] | -7.4% | -13.3% | -7.1% | 4.2% | -0.5%
